Compound activity: PubChem BioAssay, several laboratories
EphB4 ephrin blk = antagonists of human EphB4-ephrin-B2 interaction; EphB4 LBD / TNYL-RAW-Alexa532 peptide, fluorescence polarization; P54760; inhibition, % at 7 µM; actives 0.15% (n = 97,000);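 active = inhibition above the screen-wide mean inhibition plus 3 SD, cut at about 15% in these data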;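 note: 0% = DMSO wells and 100% = excess unlabeled TNYL-RAW peptide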
CYP2C9 activ = CYP2C9 (human) activation; P11712; recombinant CYP2C9, luciferin-H conversion, luminescence; active compounds read high; factor 1 = untreated enzyme, 0 = blocked; activation factor at 5 µM; actives 1.4% (n = 96,000); AID 1024;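 active = activation factor of 2 or more for CYP2C9 at a 5 µM dose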;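 note: 0 = sulfaphenazole-blocked wells and 1 = vehicle-only wells; values of inactives mirror those of a sister screen read the other way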
CYP2C9 inh = human CYP2C9 inhibition | AID 777 | inhibition, % at 5 µM | CYP2C9 Supersomes, luciferin-H conversion, luminescence | actives 20% (n = 96,000);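 active = blocking of liver enzyme CYP2C9 beyond about 50% at 5 µM, limit read from the data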; note: values of inactives mirror those of a sister screen read the other way
PTPN22 inh 2 = LYP (human) phosphatase inhibition | Q9Y2R2 | recombinant LYP catalytic domain, DiFMUP fluorescence | actives 0.21% (n = 96,000) | inhibition, % at 2 µM;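 active = inhibition at 2 µM at or above a set limit, the screen mean plus 3 SD, cut at about 24% in these data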;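 note: 0% = DMSO with enzyme and 100% = enzyme fully blocked by orthovanadate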
Target sequence (Q9Y2R2 whole entry, looked up, the tested form may be a part): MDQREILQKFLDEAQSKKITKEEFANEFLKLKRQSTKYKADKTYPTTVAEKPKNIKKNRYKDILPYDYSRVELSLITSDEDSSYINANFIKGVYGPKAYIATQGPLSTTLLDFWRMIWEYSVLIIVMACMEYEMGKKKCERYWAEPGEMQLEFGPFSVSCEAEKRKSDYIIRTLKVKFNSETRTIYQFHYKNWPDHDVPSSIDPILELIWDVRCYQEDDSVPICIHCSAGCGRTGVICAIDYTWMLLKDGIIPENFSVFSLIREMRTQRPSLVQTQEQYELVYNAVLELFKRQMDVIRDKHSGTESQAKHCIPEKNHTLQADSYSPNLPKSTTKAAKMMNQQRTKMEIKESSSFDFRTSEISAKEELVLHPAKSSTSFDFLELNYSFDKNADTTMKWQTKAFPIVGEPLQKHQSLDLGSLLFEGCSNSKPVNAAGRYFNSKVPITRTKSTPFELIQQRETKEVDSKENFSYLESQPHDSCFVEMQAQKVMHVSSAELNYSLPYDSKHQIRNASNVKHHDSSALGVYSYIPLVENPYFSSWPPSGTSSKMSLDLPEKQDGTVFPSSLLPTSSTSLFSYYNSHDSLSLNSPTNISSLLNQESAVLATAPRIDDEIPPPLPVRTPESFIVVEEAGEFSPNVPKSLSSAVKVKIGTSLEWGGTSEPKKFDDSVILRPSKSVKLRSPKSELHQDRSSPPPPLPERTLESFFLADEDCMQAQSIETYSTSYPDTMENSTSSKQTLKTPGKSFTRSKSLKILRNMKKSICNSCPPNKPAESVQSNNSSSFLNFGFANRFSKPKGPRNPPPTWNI
HIV Rev-RRE inh = HIV Rev-RRE protein-RNA interaction inhibition | actives 0.79% (n = 97,000) | inhibition, % at 8 µM | Rev peptide-RRE RNA binding, FRET | P05866;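 active = inhibition above the screen-wide mean plus 3 SD, cut at about 35% in these data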;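 note: 0% = median DMSO wells and 100% = median Neomycin B control wells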
Target sequence (P05866 whole entry, looked up): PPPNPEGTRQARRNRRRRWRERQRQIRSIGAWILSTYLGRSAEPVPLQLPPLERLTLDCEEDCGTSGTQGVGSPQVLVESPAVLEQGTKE
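Test system – labelled RRE RNA duplex and labelled Rev peptide · Signal – fluorescein-to-Cy5 FRET, 480 nm excitation · Evaluation – % inhibition of FRET ratio versus controls · Benchmarks – DMSO low control, neomycin B high control · Incubation – 5 min RNA-compound premix plus 15 min binding step, 25 °C · Medium – HEPES pH 7.5 salt buffer with EDTA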
Plk1 PBD FP = blocks phosphopeptide binding to human Plk1 polo box domain; AID 693; P53350; actives 0.13% (n = 97,000); inhibition, %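 (tested at about 20 µM)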; Plk1 PBD phosphopeptide binding, fluorescence polarization; in the data active = inhibition above about 34%, passing the limit was not always enough
Candida biofilm = kills Candida albicans biofilms. inhibition, % at 6 µM. actives 0.14% (n = 85,000). C. albicans biofilm + clotrimazole, Alamar Blue. AID 834;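 active = inhibition above 20%; inactive = inhibition below 20%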;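 note: preformed 24 hr biofilms exposed to compound for 48 hr; 0% = biofilm without compound and 100% = blank killed by clotrimazole plus chlorhexidine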
PTPN22 act = LYP (human) phosphatase activation. Q9Y2R2. recombinant LYP, DiFMUP fluorescence; 0 = plate median, 100 = signal doubled. activation, % at 2 µM. actives 0.11% (n = 96,000). AID 697;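 active = activation at 2 µM above a set limit, the mean plus 5 SD, cut at about 37% in these data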
PLK1 inh = blocks human PLK1 kinase activity; P53350; recombinant PLK1 kinase, TR-FRET peptide phosphorylation; inhibition, % at 10 µM; actives 0.53% (n = 97,000); AID 619;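 active = inhibition of 50% or more in the single-concentration screen; inactive = inhibition below 50%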;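 note: 0% = DMSO max control and 100% = H-89 dihydrochloride min control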
* marks the source's active call; other numbers are inactive results; · = no result given. Compounds as they come; any-hit rate near 20%.

SMILES	EphB4 ephrin blk	CYP2C9 activ	CYP2C9 inh	PTPN22 inh 2	HIV Rev-RRE inh	Plk1 PBD FP	Candida biofilm	PTPN22 act	PLK1 inh
CCOCCCN1CN(S(=O)(=O)c2ccc(Cl)cc2)c2nc3ccccc3nc21	4	0.2	81*	0	10	1	8	3	-11
COc1ccc(CCNCc2ccc(OCc3ccc(Cl)nc3)c(OC)c2)cc1OC	1	0.7	29	-8	0	-17	·	3	17
O=[N+]([O-])c1cccc(Cl)c1NCCNc1ncc(C(F)(F)F)cc1Cl	4	1.1	-10	4	20	-1	·	-2	-6
CC(=O)N1C(=O)c2cccc3cccc(c23)C(=O)N1C(C)=O	3	1.5	-47	-7	5	-21	10	1	-7
COc1ccc(S(=O)(=O)N2CCN(c3ccccn3)CC2)cc1OC	2	0.6	37	-8	-1	-7	2	2	-2
COc1ccc(C2CC(=O)CC(=O)C2n2cncn2)cc1 (stereo not drawn)	5	1.1	-9	12	8	15	·	-8	6
O=C1CCCN1c1ccc(S(=O)(=O)N2CCC(c3ccccc3)CC2)cc1	-4	0.6	37	-6	-3	-6	4	5	-7
O=C(Nc1nc(-c2cccs2)cs1)c1ccc(S(=O)(=O)N2CCCC2)cc1	0	0.4	57*	-10	2	11	5	9	2
COc1cc(NC(=O)Cc2ccccc2OC)cc(OC)c1	-2	0.7	30	-9	2	2	·	11	-8
CCOC(=O)c1c(C)n(CCNC(C)=O)c2ccc(OC)cc12	-1	0.8	20	2	-1	28	7	1	7
CCCS(=O)(=O)N1CCN(C(=O)CCC2CCCC2)CC1	-1	1.1	-5	-20	-1	-14	5	13	-5
Cc1[nH]n2c(=O)cc(C(C)(C)C)nc2c1-c1ccccc1	4	0.8	22	7	2	5	0	-10	-4
CC(=O)NC(=O)NC1OC(=O)C(Cl)=C1Cl (stereo not drawn)	1	1.2	-25	3	4	4	11	-5	-10
CCn1c2ccccc2c2cc(/C=N/n3c(C)nnc3C)ccc21	2	1.2	-21	6	0	-16	3	-7	0
CCCOC(=O)c1cc(=O)[nH]c2ccccc12	-2	1.1	-8	-2	5	-23	·	-1	4
CC1(C)Cc2c(cnn2-c2ccccc2)C(=O)/C1=N\NC(=O)c1ccncc1	-5	·	·	0	4	-17	9	0	-12
c1csc(CNc2ncnc3sccc23)c1	-8	·	·	-21	6	1	6	17	9
CCOC(=O)N1CCN(Cc2oc(CO)cc(=O)c2O)CC1	2	1	-4	0	10	9	4	1	-5
O=S1(=O)N=C2CCCCCN2C(c2ccncc2)N1 (stereo not drawn)	-4	1.1	-13	-8	7	16	4	6	-10
Cc1ccc(-n2c(C)nnc2SCC(=O)Nc2ccccc2)cc1	6	·	·	-10	7	-13	0	10	-10
Cc1ccc(C(=O)N/C(=C\c2ccco2)C(=O)NCCCn2ccnc2)cc1C	-2	0.3	71*	·	3	14	·	·	-5
CCOC(=O)C1=C(O)CSC1=Nc1ccccc1	3	0.9	14	8	14	-7	3	-10	3
COc1ccc(-c2nc(-c3ccccc3OC)no2)cc1OC	-1	1.5	-52	-21	2	-20	13	17	-5
CCNc1ccc(C(=O)OCC)cc1NC(=O)c1cccc(S(=O)(=O)N2CCOCC2)c1	-6	0.4	58*	2	2	17	2	-4	-7
CC(Sc1ccc(Cl)cc1)C(=O)NCc1ccc2c(c1)OCO2 (stereo not drawn)	3	0	100*	4	6	-6	10	-2	-6

Entries of single compounds, looked up by structure. Order of values: EphB4 ephrin blk, CYP2C9 activ, CYP2C9 inh, PTPN22 inh 2, HIV Rev-RRE inh, Plk1 PBD FP, Candida biofilm, PTPN22 act, PLK1 inh
CCOC(=O)N1CCN(Cc2oc(CO)cc(=O)c2O)CC1 in the list: 2, 1, -4, 0, 10, 9, 4, 1, -5
CC(=O)N1C(=O)c2cccc3cccc(c23)C(=O)N1C(C)=O in the list: 3, 1.5, -47, -7, 5, -21, 10, 1, -7
CCNc1ccc(C(=O)OCC)cc1NC(=O)c1cccc(S(=O)(=O)N2CCOCC2)c1 in the list: -6, 0.4, 58*, 2, 2, 17, 2, -4, -7
COc1ccc(C2CC(=O)CC(=O)C2n2cncn2)cc1 (stereo not drawn) in the list: 5, 1.1, -9, 12, 8, 15, ·, -8, 6
CCCOC(=O)c1cc(=O)[nH]c2ccccc12 in the list: -2, 1.1, -8, -2, 5, -23, ·, -1, 4

The listing picks up, starting four compounds before the break.
SMILES	EphB4 ephrin blk	CYP2C9 activ	CYP2C9 inh	PTPN22 inh 2	HIV Rev-RRE inh	Plk1 PBD FP	Candida biofilm	PTPN22 act	PLK1 inh
CCOC(=O)C1=C(O)CSC1=Nc1ccccc1	3	0.9	14	8	14	-7	3	-10	3
COc1ccc(-c2nc(-c3ccccc3OC)no2)cc1OC	-1	1.5	-52	-21	2	-20	13	17	-5
CCNc1ccc(C(=O)OCC)cc1NC(=O)c1cccc(S(=O)(=O)N2CCOCC2)c1	-6	0.4	58*	2	2	17	2	-4	-7
CC(Sc1ccc(Cl)cc1)C(=O)NCc1ccc2c(c1)OCO2 (stereo not drawn)	3	0	100*	4	6	-6	10	-2	-6
N#Cc1nc(-c2ccc(F)cc2)oc1NCCN1CCOCC1	-7	0.6	39	0	2	13	·	-2	2
Cc1ccc(S(=O)(=O)Oc2ccc(C)cc2/C=N/N=C2\NC(=O)C(C)S2)cc1 (stereo not drawn)	9	·	·	14	4	-2	5	-9	-1
CC(C)OP(C)(=O)CN1CCN(CP(C)(=O)OC(C)C)CC1 (stereo not drawn)	-6	0.9	8	-5	0	-12	8	6	6
COc1ccccc1NC1C=CS(=O)(=O)C1 (stereo not drawn)	1	1.1	-9	7	6	8	7	-8	-4
O=C(Nc1ccc(-n2cnnn2)cc1)C1CCCCC1	-7	0.7	31	-11	5	-10	7	7	-12
Cc1cc(C)nc(SCc2nnc(SCC(=O)Nc3nc(-c4ccccc4)cs3)n2-c2ccccc2)n1	1	0.5	46	4	0	-1	-2	-5	1
O=C(CSc1nnc(C2CCCCC2)o1)N1CCCCC1	2	0.8	16	-1	4	-17	5	2	4
O=c1cc(CSc2nnnn2-c2ccccc2)nc2scc(-c3ccccc3)n12	4	0.6	45	9	5	-11	4	-3	2
O=C(Cc1cccs1)N(c1ccccc1)C1C=CS(=O)(=O)C1 (stereo not drawn)	2	1	1	11	0	-16	-2	-8	-6
C/C(=N\NC(=O)C1CC1c1ccccc1)c1cccc([N+](=O)[O-])c1 (stereo not drawn)	1	0.6	36	5	6	7	·	0	-15
c1ccc2c(CNCCN3CCOCC3)cccc2c1	-12	0.9	13	-27	9	-7	6	27	-9
O=C(Nc1cccc(F)c1)C1CCN(c2nnnn2-c2ccccc2)CC1	-8	0.5	51*	-8	4	-11	-3	7	-11
N#Cc1nc(COc2ccc(-c3ccccc3)cc2)oc1NCc1cccnc1	-4	0.3	71*	0	8	-2	9	0	-17
Cc1[nH]c2ccccc2c1C(=O)COC(=O)C1CC(=O)N(Cc2ccco2)C1 (stereo not drawn)	10	0.9	11	8	6	-15	3	-9	7
COC(=O)c1c(NS(=O)(=O)Cc2ccccc2)sc2c1CCCC2	1	0	96*	-5	-7	9	4	5	-6
CCOC(=O)C1=C(C)N2C(=C(C#N)[C@@H]1c1ccc(C(=O)OC)cc1)SC[C@@]2(O)C(C)(C)C	5	0	98*	-4	7	1	9	1	11
CC(=O)Nc1ccc(C(=O)N/N=C/c2ccccc2OC(=O)c2ccc(Cl)cc2)cc1	0	0.4	60*	8	-3	-11	·	-3	-10
CCc1ccc(N(C(=O)CCC(=O)Nc2cc(C)on2)C(C(=O)NC2CCCC2)c2ccco2)cc1 (stereo not drawn)	-2	·	·	4	-3	9	4	-4	-11
CN1CCc2nc(NC(=O)c3cccc(OC(F)F)c3)sc2C1	4	1	-3	4	65*	-11	-4	-2	2
O=C1NCCCc2nc(Oc3ccccc3)sc21	-4	0.8	22	-6	7	-8	·	5	6
COc1ccc(OC)c(C2C(C#N)=C(N)Oc3c2c(C)nn3-c2ccc(C)cc2)c1 (stereo not drawn)	-7	0.5	48	-34	21	-1	·	33	7
N#CC(C(=O)OC1CCCCC1)c1nc2ccccc2nc1N1CCOCC1 (stereo not drawn)	-5	0.9	10	4	9	17	7	-6	-3
CCCOc1ccc(C(=O)C(CN2CCOCC2)c2ccccc2)cc1 (stereo not drawn)	-1	·	·	-5	1	12	7	0	-6
CCc1ccccc1N(CC(=O)N1CCN(c2ccc(F)cc2)CC1)S(C)(=O)=O	1	1	-2	-4	1	-6	7	1	0
Cc1sc(-c2ccncc2)nc1OC(=O)c1ccccc1	4	0	96*	9	8	-42	-1	-8	13
O=C(C1CCN(S(=O)(=O)c2ccc3ccccc3c2)CC1)N1CCN(c2ncccn2)CC1	9	1.7	-71	-4	3	-19	-1	4	8
CCOC(=O)c1ccc(NC(=O)CCn2nnc3ccccc32)cc1	1	·	·	0	1	3	3	-1	-2
